# iPSC survival up = increases survival of single human iPS cells; 360,000 compounds, 0.044% hits; survival enhancement, % at 20 µM; AID 602274; hiPSC single-cell survival, ATPlite luminescence; 100% = ROCK inhibitor wells, 0% = DMSO; in the data active = survival enhancement above about 18%;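 note: cells exposed to compounds for 16 hours before the ATP read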
# m5-HT2A agonist = mouse HTR2A agonism via beta-arrestin recruitment. CHO-K1 mHTR2A beta-arrestin complementation, luminescence; percent of 30 µM serotonin response. 360,000 compounds, 0.66% hits. P35363. activation, % at 7.6 µM. AID 624169;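 active = activation above a run cutoff, the mean activation of all tested compounds plus 3 SD, cut at about 14% in these data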;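 note: 0% = plate median of compound wells and 100% = 30 µM serotonin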
# Target sequence (P35363 whole entry, looked up): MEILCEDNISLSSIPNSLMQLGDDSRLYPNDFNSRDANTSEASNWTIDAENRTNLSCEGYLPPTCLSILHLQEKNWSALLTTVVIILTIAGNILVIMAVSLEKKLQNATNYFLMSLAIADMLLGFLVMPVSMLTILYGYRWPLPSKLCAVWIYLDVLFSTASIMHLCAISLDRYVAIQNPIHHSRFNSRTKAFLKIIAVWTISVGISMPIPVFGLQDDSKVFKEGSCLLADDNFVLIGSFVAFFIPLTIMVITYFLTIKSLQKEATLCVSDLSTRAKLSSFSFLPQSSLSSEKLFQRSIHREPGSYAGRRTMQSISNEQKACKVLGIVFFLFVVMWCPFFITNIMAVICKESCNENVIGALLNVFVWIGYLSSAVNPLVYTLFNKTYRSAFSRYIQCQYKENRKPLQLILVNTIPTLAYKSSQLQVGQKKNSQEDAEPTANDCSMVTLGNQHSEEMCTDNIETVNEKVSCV
# PDI inh = inhibitors of human protein disulfide isomerase; 350,000 compounds, 0.052% hits; P07237; inhibition, % at 10 µM; PDI insulin aggregation turbidity, A650, 90 min;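 active = mean inhibition across replicates of 30% or more, whatever share of single replicates reach that level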;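 note: absorbance from insulin aggregation driven by PDI reduction with DTT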
# Target sequence (P07237 whole entry, looked up): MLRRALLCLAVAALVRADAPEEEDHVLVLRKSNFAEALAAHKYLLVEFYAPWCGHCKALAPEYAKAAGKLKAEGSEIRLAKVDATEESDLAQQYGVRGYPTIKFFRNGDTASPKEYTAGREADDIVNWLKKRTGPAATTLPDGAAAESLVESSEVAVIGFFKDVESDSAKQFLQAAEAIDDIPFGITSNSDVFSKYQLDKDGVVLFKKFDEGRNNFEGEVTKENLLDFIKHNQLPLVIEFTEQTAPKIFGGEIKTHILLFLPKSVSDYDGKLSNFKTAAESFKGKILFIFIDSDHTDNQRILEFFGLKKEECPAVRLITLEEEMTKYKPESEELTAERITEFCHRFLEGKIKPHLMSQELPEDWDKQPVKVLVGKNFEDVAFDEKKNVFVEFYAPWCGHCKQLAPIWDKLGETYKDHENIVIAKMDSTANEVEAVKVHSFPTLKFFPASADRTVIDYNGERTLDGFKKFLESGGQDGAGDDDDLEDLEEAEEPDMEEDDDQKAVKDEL
# NR2E3 ag-1 = activates human NR2E3 receptor; inhibition of corepressor binding, % at 3.98 µM; AID 602229; 360,000 compounds, 0.35% hits; CHO-S Gal4-NCOR/VP16-NR2E3 two-hybrid, luciferase;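 active = inhibition above the mean of all tested compounds plus 3 SD, cut at about 70% in these data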;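 note: 0% = DMSO with NR2E3 transfected cells and 100% = cells lacking NR2E3 construct; higher means lower luciferase signal from less NR2E3 corepressor binding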
# CaV13 FRET inh = Disruptors of the CACNA1D IQ motif to Ca2+-dependent inactivation inhibitor domain association, primary screening, Förster resonance energy transfer in intact living …; HEK cells, CFP/YFP FRET ICDI-IQ, plate reader, 10 min; percent FRET-ratio fall versus neutral wells; inhibition, % at 12.3 µM; 340,000 compounds, 0.098% hits; AID 743397;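 active = mean replicate inhibition of at least 30% and at least 1% of replicates passing that level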;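 note: 0% = median of the neutral control wells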
# MITF TRPM1 inh = reduces MITF-dependent TRPM1 promoter luciferase signal. SK-MEL-5 TRPM1 promoter luciferase, 24 h. inhibition, % at 12.5 µM. 330,000 compounds, 0.83% hits. AID 488899;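 active = mean inhibition across replicates of 60% or more, whatever share of single replicates reaches that level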; note: values of inactives mirror those of a sister screen read the other way
# Peg3 promoter = Peg3 promoter activity inhibition | inhibition, % at 20 µM | AID 588405 | 360,000 compounds, 1.7% hits | HeLa PEG-Prom luciferase reporter, luminescence, overnight;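 active = inhibition of at least 50% at 20 µM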
# NR2E3 ag-2 = NR2E3 (human) agonism; GST-NR2E3/biotin-RetCOR TR-FRET, 1536-well; inhibition of corepressor binding, % at 4.78 µM; 320,000 compounds, 0.12% hits; AID 2300;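 active = percent inhibition above the cutoff of mean plus 3 SD of all tested compounds, set per screening campaign, cut at about 20% in these data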;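 note: 0% = DMSO wells and 100% = biotin wells as full block of FRET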
#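 Material: NR2E3–RetCOR corepressor complex | Quantity: 1.35 nM GST-tagged NR2E3 final | Schedule: 5 h at 4 °C | Replication: Singlicate compound wells | Reagent: RetCOR corepressor, biotinylated, 7 nM | Controls: Biotin wells as high control, 0.6% DMSO wells as low control | Signal: TR-FRET, Eu(K)-anti-GST donor, streptavidin-D2 acceptor, ex 340, em 617/671 nm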
# H9c2 protect = protects H9c2 cardiomyocytes from peroxide injury | H2O2 injury protection, ATPLite, 2 h | 360,000 compounds, 0.63% hits | protection from H2O2 cell death, % at 20 µM;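 active = compounds giving at least 50% protection of heart cells from peroxide-induced death in the single-dose screen, raw or plate-pattern-corrected value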;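 note: 0% = DMSO wells with peroxide and 100% = DMSO wells without peroxide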
# Shn3 3UTR inh = inhibitors of Schnurri-3 3'UTR reporter in osteoblasts. Clone20 osteoblast Shn3 3'UTR firefly luciferase, 24 h. inhibition, % at 12.5 µM. 360,000 compounds, 0.52% hits. AID 588674;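 active = mean inhibition of at least 75% with every replicate also reaching 75%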;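 note: 0% = median of neutral control wells and 100% = pilot-screen positive control compound; some compounds past the cut are filed as inactive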
# HIF-2a block = blocks HIF-2a reporter activity; 360,000 compounds, 0.72% hits; 786-0 RCC cells HIF-2a reporter, luciferase luminescence, overnight; inhibition, % at 18.8 µM;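 active = inhibition of the luminescence signal of 40% or more relative to plate controls, in a single-dose primary screen at 18.75 µM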
# * hit, by the source's call; nt = no result given.
# Values run as follows: iPSC survival up, m5-HT2A agonist, PDI inh, NR2E3 ag-1, CaV13 FRET inh, MITF TRPM1 inh, Peg3 promoter, NR2E3 ag-2, H9c2 protect, Shn3 3UTR inh, HIF-2a block
CCOc1cc(C2C(C(=O)c3ccc(C)cc3)=C(C(=O)OC)Nc3nnnn32)ccc1O (centres undefined)
    1.6, -2, 6, -21, nt, 0, -2, 1, 10, 14, 7
COc1cccc(C(C(=O)NC2CCCCC2)N(C(=O)c2csnn2)C2CC2)c1 (centres undefined)
    -0.1, -4, -1, -10, -4, 1, 14, 0, -1, 2, 6
CC(=O)c1sc2nc(SCC(=O)NCCc3ccccc3)[nH]c(=O)c2c1C
    0.1, 12, 8, 10, nt, 6, -10, 32*, 5, 11, 12
Cc1cc2nnc(SCC(=O)N3CCN(c4ccccc4)CC3)n2c(N)n1
    2.6, 4, -3, -9, -4, 5, 16, 1, 5, -19, 10
C=CCC(=O)NC(C)c1cnn(-c2ccccc2C)c1C (centres undefined)
    -0.1, -4, 0, 12, -6, -9, -12, -2, 1, -8, -26
COc1ccc(CN(C)CC(=O)Nc2cccc(S(=O)(=O)N3CCCC3)c2)cc1F
    0.5, -4, -4, 3, -6, 6, 11, nt, -4, -26, 3
O=C(C1CCCC1)N1CCCC(Nc2ccccc2)C1 (centres undefined)
    -0.4, -5, 1, -13, -5, -6, 13, 0, 4, 8, 9
CCC(C)[C@H](NC(=O)NCCCc1ccccc1)C(=O)OC (some centres undefined)
    -0.4, 3, -1, -3, -8, 7, 21, 2, -5, -5, 10
COc1ccc(S(=O)(=O)N(C)C2(C)CCS(=O)(=O)C2)cc1OC (centres undefined)
    0.4, -4, -9, -2, -2, 3, 6, -2, 2, -2, -3
Fc1ccc(CNCC2CCCO2)cc1 (centres undefined)
    -0.2, 4, 0, -2, -4, -6, 13, nt, 6, 3, 9
Cc1ccn2cc(CC(=O)O)nc2c1
    -0.3, -1, 5, -15, 10, 13, 12, 2, 7, 0, 4
O=C(N=Nc1c(O)[nH]c2ccc(Br)cc12)c1ccco1
    -0.2, 1, -44, -63, -13, nt, -119, nt, 13, -19, -136
Nc1cc(N)nc(SCc2cc(=O)oc3cc4c(cc23)CCC4)n1
    -2.7, 0, -1, -22, nt, 13, 4, -5, -4, 9, 1
CN(C)S(=O)(=O)N1CCCC(C(=O)c2ccc(-c3ccccc3)cc2)C1 (centres undefined)
    -3.9, -5, -3, -16, -5, -14, 9, -1, -19, 22, 9
CC(=O)c1cccc(NC(=O)C(OC(=O)c2ccccc2NS(=O)(=O)c2cccs2)c2ccccc2)c1 (centres undefined)
    -0.1, -4, -7, -19, -14, -2, 24, 3, -10, -5, 7
O=C(Nc1ccccc1Cl)c1cccc(NC(=O)C2C3CC4OC(=O)C2C4C3)c1 (centres undefined)
    2.1, 5, 3, 0, -8, -4, -22, -2, 12, -4, 6
CC12CCC(c3nnc(SCC(=O)Nc4cccc5ccccc45)nc31)C2(C)C (centres undefined)
    -1.4, -2, -2, -11, -4, -6, 1, 2, 4, -4, 8
CC(Nc1nc(N2CCNCC2)nc2ccccc12)c1ccccc1 (centres undefined)
    -0.9, -4, 8, -2, -11, 54, 102*, 5, -12, -7, 30
COc1cccc(C(=O)NCc2nnc(SCC(=O)Nc3nccs3)n2-c2cccc(C)c2)c1
    0.1, -1, 1, 16, -4, 6, 15, 4, 7, -3, 4
CSCCC(NS(=O)(=O)c1ccccc1F)C(=O)N1CCCCCC1 (centres undefined)
    -0.4, 7, 14, -17, -2, -2, 1, -4, 0, -13, 12
CCOC(=O)c1ccc(N2C(=O)c3n[nH]c(C)c3C2c2cccnc2)cc1 (centres undefined)
    3.4, -1, 4, 2, nt, 8, 34, -1, -9, 8, 16
O=C(/C=C/c1ccccc1)NCC(=O)N/N=C/c1ccccc1[N+](=O)[O-]
    0.4, 8, -6, 18, -4, 36, 18, -2, 2, 13, 15
O=C(O)CCc1ccc(-c2cccs2)n1NC(=O)c1cccs1
    1.5, -1, -3, -18, -7, 13, -1, -3, 9, -1, 18
O=C(CN1CCN(c2ccccn2)CC1)Nc1ccc(Cl)c(C(F)(F)F)c1
    -1.7, -3, -6, -23, -6, 8, 16, 2, 1, -12, 17
COc1ccc(N(Cc2cc3cc(OC)ccc3[nH]c2=O)C(=O)c2cccnc2)cc1
    -0.8, -1, -3, -9, -2, -14, 16, -2, 109*, 0, 15
CCCCN1C[C@H](c2ccc(OC)cc2)[C@@H](CC(=O)Nc2ccc(OC)cc2)C1=O
    -1.1, 8, 1, -1, -6, nt, -5, nt, 5, 4, -30
CC(C)CC(=O)Nc1ccccc1-c1nnn(CC(=O)N2CCc3ccccc3C2)n1
    -3.4, -3, -4, 2, -5, 8, 7, 1, 9, -12, 22
COc1ccc2nc(SCC(=O)N3CCCCCC3)c(C#N)cc2c1
    0.9, 4, 20, 0, -4, -20, -46, -1, 10, -20, -81
COc1ccc(NS(=O)(=O)NC(=O)c2cn(C)c3ccccc23)cc1
    -0.6, -4, -1, 9, -5, 7, -14, -3, -2, -12, -5
O=C(NCCCn1ccnc1)c1cc2c(s1)CCCC2
    -0.4, -6, 3, 7, nt, 13, -15, -2, 0, 6, -14
Cc1ccc(C)c(NC(=O)C(OC(=O)c2ccc(CO)cc2)c2ccccc2)c1 (centres undefined)
    -0.5, -4, 5, -10, -6, 10, 1, nt, 2, 1, -10
CCN(CCNC(=O)c1ccc2nc(-c3ccccc3NC(C)=O)c(=O)[nH]c2c1)c1ccccc1
    -3.4, -4, -13, -16, -5, nt, 15, 1, 1, 14, 2
CCC[C@@H](OS(N)(=O)=O)[C@@H](Cc1ccccc1)C(=O)OCC
    1.7, 3, 0, 3, -12, 7, -5, 1, -2, 0, 6
Cc1ccc2cc(CCNC(=O)CC(C)C)c(=O)[nH]c2c1
    -1.1, 3, 15, -21, -6, 16, -9, 1, 1, 12, 5
O=C(Nc1ccc(N2CCCC2)cc1)c1cccc(F)c1
    1.0, 0, 0, -120, -4, -70, -281, -2, 4, -77, -224
O=C(CSc1nnc(NCc2ccccc2)s1)c1ccco1
    -4.1, 4, 8, -42, nt, -5, -31, -3, -9, -12, -63
O=c1[nH]c2ccccc2n1Cc1ccc(F)cc1
    1.5, -3, -25, -27, -5, nt, 7, 2, -14, 7, 7
Cn1ncc2cc(NC(N)=S)ccc21
    -0.6, 0, -1, -25, -1, -7, -9, 2, 4, -2, -35
CC(C)CNC(=O)C1(C)CCCN1Cc1ccc(OC(F)(F)F)cc1 (centres undefined)
    -1.3, 1, -2, -12, -6, nt, 0, nt, -9, -11, 13
C=CCn1c(COc2ccccc2)nnc1SCC(=O)Nc1ccc(S(N)(=O)=O)cc1
    -0.1, -3, 2, -2, nt, -1, 16, -2, -2, -2, 27
COc1ccc(OC)c(/C=C2/Sc3ccccc3C2=O)c1
    -0.1, -2, -6, -41, -16, 7, -57, -1, -4, 13, -65
COc1ccc(-c2nnc(SCC(=O)Nc3c(Cl)cc(Cl)cc3C(=O)O)o2)cc1
    -0.4, -4, -6, -2, -6, -4, 6, nt, 4, -12, -2
O=C(NCCCN1CCN(c2ccccc2)CC1)C1CCCN(c2ncnc3c2nc2n3CCCCC2)C1 (centres undefined)
    -0.5, -12, 1, 14, -8, 12, 30, -5, -2, 34, 12
CCN(CC)S(=O)(=O)c1ccc(C)c(NC(=O)COC(=O)CCC(=O)c2cccs2)c1
    -0.4, -2, -6, -13, -7, 0, -4, 5, 4, -8, 7
Cc1nc2c(sc(=S)n2Cc2ccco2)c(=O)n1CC(=O)Nc1cc(F)ccc1F
    -0.2, 2, 8, -12, -7, -6, 49, 3, 0, 4, 4
N#CN(Cc1ccccc1)Cc1ccccc1
    1.4, 0, 2, -21, -5, 0, 14, 2, 0, nt, 3
CN(C)c1cccc(C(=O)N(C)C2CCCN(Cc3ccccc3F)C2)c1 (centres undefined)
    -0.3, -2, 0, 17, -6, -6, 14, -3, 5, 4, 10
CC(C)C[C@H](NC(=O)c1nc[nH]c1C(=O)N1CCN(C(=O)OC(C)(C)C)CC1)C(=O)OC(C)(C)C
    9.6, 2, 9, 30, -7, nt, -4, -1, 4, -1, -11
COc1ccc(/C=C(\NC(=O)c2ccc(OCC(C)C)cc2)C(=O)OCc2ccco2)cc1
    4.0, -7, -1, -10, -14, -14, 8, -4, -2, 12, 17
O=C(OCc1nnc(-c2ccccc2)o1)C1CCN(S(=O)(=O)c2cccs2)CC1
    0.2, -2, 7, 6, -5, 3, 10, 0, -3, 8, -6
CN(C)CCO[C@@H](c1ccc(Cl)cc1)c1ccccn1
    1.0, -4, 6, 33, -21, 9, -27, 3, 3, -16, 10
O=C(NC1CCCCCC1)c1cccc(N2CCCC2=O)c1
    -1.4, 0, -3, -81, -5, -18, -86, 1, 0, -29, -77
Cc1ccc(N(C(=O)CNC(=O)c2ccco2)C(C(=O)NC2CCCC2)c2cccnc2)cc1 (centres undefined)
    -0.6, 8, -6, 18, -7, -2, 7, 3, -2, -35, 6
C[C@H](CO)N1C[C@H](C)[C@H](CN(C)Cc2cccc(F)c2)Oc2ncc(Br)cc2C1=O
    -1.1, -4, 1, 5, -1, nt, 3, nt, -4, -3, 6
CC1=C(C(=O)OCc2ccccc2)C(c2cccc([N+](=O)[O-])c2)NC(=O)N1CCCCCC(=O)O (centres undefined)
    -3.7, -1, 14, 16, -9, nt, 14, 4, 2, 6, 17
Cc1ccccc1C(=O)Nc1ccnn1C1CCN(C2CCSCC2)CC1
    -0.2, 0, 7, 8, -6, -1, -4, 3, 0, 6, 25
O=C(c1ccco1)N1CCN=C1SCc1c(F)cccc1Cl
    -2.2, 4, -9, -10, -4, -4, 10, -3, 8, -8, 21
CCCC1(C(=O)OCC)NC(c2ccc(N(C)C)cc2)C2C(=O)N(c3ccc(OCC)cc3)C(=O)C21 (centres undefined)
    3.1, 2, -1, -3, -5, -11, 8, 0, -5, -35, 7
CS(=O)(=O)N(Cc1ccccc1)c1ccc(C(=O)NCC2CCCO2)cc1 (centres undefined)
    -0.6, 3, -4, 6, -6, 1, 7, -2, -6, 4, 5
O=c1cccc(-c2ccccc2)[nH]1
    -3.0, 4, 6, -19, nt, 7, 11, 0, 4, 3, 13

# Next structures follow:
# Values run as follows: iPSC survival up, m5-HT2A agonist, PDI inh, NR2E3 ag-1, CaV13 FRET inh, MITF TRPM1 inh, Peg3 promoter, NR2E3 ag-2, H9c2 protect, Shn3 3UTR inh, HIF-2a block
O=C(CN1CCC(O)(c2cccc(F)c2)CC1)NCCc1c[nH]c2ccccc12
    -0.5, -2, 6, -2, -2, 12, -15, -2, -1, 18, 7
Oc1ccc(C=Nc2cccc3ncccc23)c(O)c1
    -0.9, -1, 8, -13, -3, 23, 9, -2, 9, 2, 3
CCOC(=O)c1cc2n(c1C)-c1ccccc1C2=O
    -0.8, -3, -1, -34, -5, -59, -176, 4, 9, -32, -171
CCCn1c2c(c(O)c(C(=O)Nc3ncccc3C)c1=O)CCCC2
    -1.2, 4, 3, -16, -4, 5, 0, 0, -4, -25, 29
